Assay outcomes from PubChem BioAssay.
M1 antag: human M1 muscarinic receptor antagonists, primary screen, CHO-K1 cells, Fluo-8 calcium fluorescence, 1536-well. Muscarinic acetylcholine receptor M1 (Homo sapiens), P11229. CHO-K1 hM1, ACh EC80 antagonist. inhibition, % at 3 µM. actives 1.3% (n = 360,000). AID 588852, 2011;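 active = percent inhibition above its own plate's cutoff, namely the mean of that plate's compound wells plus 3 SD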;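 also: peak over basal fluorescence ratio during 140 s after agonist addition; 0% = ACh EC80 plus DMSO and 100% = DMSO alone without agonist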
Target sequence (P11229 whole entry, looked up): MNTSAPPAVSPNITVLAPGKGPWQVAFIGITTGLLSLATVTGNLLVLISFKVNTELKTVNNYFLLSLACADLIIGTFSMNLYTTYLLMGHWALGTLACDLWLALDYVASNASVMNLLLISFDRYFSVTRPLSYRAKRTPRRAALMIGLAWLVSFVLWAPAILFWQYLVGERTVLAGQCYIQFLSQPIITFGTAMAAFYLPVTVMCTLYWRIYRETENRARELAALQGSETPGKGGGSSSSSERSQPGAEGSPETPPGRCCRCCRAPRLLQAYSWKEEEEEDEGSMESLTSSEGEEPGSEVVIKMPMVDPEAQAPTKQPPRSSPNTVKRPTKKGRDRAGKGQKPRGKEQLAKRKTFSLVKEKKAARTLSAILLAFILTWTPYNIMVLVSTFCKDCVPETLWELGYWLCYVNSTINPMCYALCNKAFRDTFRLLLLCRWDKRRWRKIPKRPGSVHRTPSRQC
TAAR1 ag: human TAAR1 agonists, primary screen, Fluo-8 calcium fluorescence, CHO RD-HGA16 cells; Trace amine-associated receptor 1 (Homo sapiens), Q96RJ0; vehicle wells 0%, saturating PEA agonist 100%; activation, % at 3 µM; actives 0.99% (n = 360,000); AID 624467, 2012;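 active = activation above the mean activation of all test compounds in the run plus 3 SD, cut at about 38% in these data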
Target sequence (Q96RJ0 whole entry, looked up): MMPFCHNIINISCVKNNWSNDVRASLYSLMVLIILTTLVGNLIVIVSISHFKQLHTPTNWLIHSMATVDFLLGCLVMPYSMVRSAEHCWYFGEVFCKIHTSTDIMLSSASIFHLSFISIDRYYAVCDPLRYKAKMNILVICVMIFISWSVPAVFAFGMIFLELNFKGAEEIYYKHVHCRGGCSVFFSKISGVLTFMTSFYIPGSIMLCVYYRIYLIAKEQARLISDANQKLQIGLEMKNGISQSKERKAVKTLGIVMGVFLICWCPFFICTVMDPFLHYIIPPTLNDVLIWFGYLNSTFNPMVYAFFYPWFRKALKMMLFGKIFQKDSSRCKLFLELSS
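Test system: RD-HGA16 (CHO) cells co-expressing Gα16 and hTAAR1 / Benchmarks: DMSO vehicle as 0%, PEA at EC100 as 100% / Repeats: no replicates (n 1) / Measure: % activation from peak over basal fluorescence ratio, DMSO-to-PEA scaled / Timing: 17-24 h plating, Fluo-8 75 min 37 °C, 30 min RT / Technique: kinetic Fluo-8 calcium fluorescence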
CHO parental Ca: ATP-evoked calcium signal inhibitors, parental CHO, primary screen, counter-screen for OX1R antagonist project, cell-based, fluorescence, Fluo-8 calcium dye. parental CHO-K1, ATP-induced calcium, Fluo-8 fluorescence. inhibition, % at 5.6 µM. actives 0.63% (n = 330,000);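 active = inhibition above that plate's mean sample inhibition plus 3 SD, cut at about 26% in these data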;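 also: 0% = ATP-challenged DMSO wells and 100% = DMSO wells without ATP; some compounds past the cut are filed as inactive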
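Material – parental CHO cells · Reagent – ATP stimulus · Compound – single nominal dose of 5.6 µM per compound · Detection – Fluo-8 fluorescence · Read-out basis – percent inhibition of calcium signal · Controls – ATP-challenged DMSO wells low, unchallenged DMSO wells high · Repeats – no replicates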
CHO-K1 Ca PAM: nonselective calcium activators in parental CHO-K1 cells, primary screen, counter-screen for M1 PAM project, cell-based, Fluo-8 calcium fluorescence, full deck, 1536-well | ATP EC20; 0% at ATP EC20, 100% at ATP max | activation, % at 3 µM | actives 0.02% (n = 360,000);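 active = activation above the run cutoff, the mean activation of all test compounds plus 3 SD, cut at about 40% in these data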;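 also: peak over basal fluorescence ratio in a 140 s read after ATP addition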
CHRM1 agonist: human M1 muscarinic receptor agonists, primary screen, Fluo-8 calcium fluorescence, CHO-K1 cells, HTS; Muscarinic acetylcholine receptor M1 (Homo sapiens), P11229; CHO-K1 hM1, agonist mode; 0% DMSO, 100% acetylcholine EC100; activation, % at 3 µM; actives 0.33% (n = 360,000); AID 588814, 2011;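 active = activation above the run's mean compound activation plus 3 SD, cut at about 16% in these data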;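 also: peak over basal fluorescence ratio within a 140 s kinetic read after compound addition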
CHRM1 PAM: human M1 muscarinic receptor positive allosteric modulators, primary screen, CHO-K1 cells, Fluo-8 calcium fluorescence, 1536-well | Muscarinic acetylcholine receptor M1 (Homo sapiens), P11229 | CHO-K1 hM1, ACh EC20; 0% = ACh EC20, 100% = maximal ACh | activation, % at 3 µM | actives 0.088% (n = 360,000) | AID 588819, 2011; in the data active = activation above about 19%, passing the limit was not always enough
M1 ag parental: counter-screen for M1 agonists: effect in parental CHO-K1 cells | Fluo-8 calcium fluorescence; scaled to maximal ATP response, vehicle zero | activation, % at 3 µM | actives 0.48% (n = 360,000); in the data active = activation above about 15%;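 also: untransfected CHO-K1 host cells lacking M1 receptor as counterscreen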
TAAR1 antag: human TAAR1 antagonists, primary screen, Fluo-8 calcium fluorescence, CHO RD-HGA16 cells; Trace amine-associated receptor 1 (Homo sapiens), Q96RJ0; antagonist; inhibition, % at 3 µM; actives 1.5% (n = 360,000);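 active = inhibition above a per-plate cutoff, the mean inhibition of test compounds on that plate plus 3 SD, cut at about 49% in these data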;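 also: 0% = DMSO plus EC80 beta-PEA response and 100% = DMSO alone without agonist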
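Test system – hTAAR1-expressing CHO RD-HGA16 cells, Gα16-coupled · Also added – β-PEA at EC80 concentration, post-compound challenge · Compound – 3 µM, single point · Incubation – dye loading 75 min at 37 °C, then 30 min room temperature · Measured by – Fluo-8 intracellular calcium dye fluorescence, real-time kinetic reads · Benchmarks – vehicle and agonist controls · Replicates – singlicate, one well per test compound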
CHO-K1 Ca antag: counter-screen for M1 antagonists: effect in parental CHO-K1 cells; ATP-induced calcium, Fluo-8 fluorescence; inhibition, % at 3 µM; actives 0.6% (n = 360,000); AID 602250;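 active = inhibition above a per-plate cutoff, the plate's mean sample inhibition plus 3 SD, cut at about 24% in these data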;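 also: 0% = DMSO plus EC80 ATP and 100% = DMSO alone without ATP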
An asterisk follows results filed as active; · = no result given.

Screens in order: M1 antag	TAAR1 ag	CHO parental Ca	CHO-K1 Ca PAM	CHRM1 agonist	CHRM1 PAM	M1 ag parental	TAAR1 antag	CHO-K1 Ca antag
O=C(CCN1CCCCC1)Nc1ccc(Br)cc1
  18	15	-5	-6	-5	-6	-0.3	-17	12
Cc1n[nH]c(=S)n(/N=C/c2cccs2)c1=O
  11	0	-6	7	-3	-5	0.1	-17	-4
Cc1ccsc1-c1nc(CN(C)C(C2CC2)C2CC2)c(C)o1
  0	5	-32	-4	-13	7	-0.3	11	10
Cc1cc(C(=O)N2CCC(Cc3ccccc3)CC2)no1
  -4	0	-6	-9	-6	4	0.2	-5	5
CCOc1ccccc1NC(=O)Nc1cc(OC)ccc1OC
  -1	5	-1	19	-6	3	0.4	1	-7
O=C(CSc1nc2ccccc2o1)N1CCN(C(=O)c2ccco2)CC1
  -8	1	1	-6	1	1	0.1	11	9
COc1ccc(CC(=O)Nc2ccc(S(=O)(=O)N3CCC(C)CC3)cc2)c(OC)c1
  7	6	-15	3	-2	-6	3.1	-2	-13
CC(=O)NC1=NN(C(C)=O)C(c2cccs2)S1 (stereo not given)
  -13	1	-3	25	-3	15	1.3	13	-9
COc1cc(NC(=O)C2CCN(S(=O)(=O)c3ccc(N4CCCC4=O)cc3)CC2)cc(OC)c1
  -2	4	-21	2	0	1	6.1	18	-7
O=S(=O)(O)c1cc(Cl)cc(N=Nc2ccc(O)cc2O)c1O
  -8	2	·	11	-1	7	0.6	8	-9
CC(=O)NC(c1ccc(Cl)cc1)c1c(O)ccc2ccc(O)cc12 (stereo not given)
  14	3	-23	-10	-4	-10	-0.8	19	16
Cc1ccc(C(=O)c2ccccc2C(=O)O)cc1C
  -9	4	-9	14	-4	7	1.0	-17	-18
Cc1ccccc1C(=O)NCC(=O)Nc1ccc(C)c(S(=O)(=O)N2CCCCCC2)c1
  -3	7	-4	-8	3	-7	5.4	35	2
CCCS(=O)(=O)c1c(S(=O)(=O)CCC)c2cnccn2c1C(=O)c1ccc(CC)cc1
  0	4	-11	-2	-3	2	1.9	-8	-2
CC1CCCC(C)N1NC(=O)c1ccc(Cl)c(S(N)(=O)=O)c1 (stereo not given)
  -17	0	6	-6	-1	-5	0.0	-2	-3
O=C(COC(=O)c1ccccc1O)Nc1ccc(N2CCOCC2)cc1
  4	-1	-4	-7	-3	-3	0.5	0	13
Cc1ccc(-c2c[n+](=O)c3c(n2[O-])CCC3)cc1
  -22	4	-3	14	-3	11	1.3	-14	-6
CN(CCCC(=O)Nc1ccc(Br)cc1F)S(=O)(=O)c1ccccc1
  -4	4	-6	8	-2	-1	5.8	-3	-8
CC1/C(=N/O)CC(c2ccco2)NC1c1ccco1 (stereo not given)
  4	1	-12	8	-12	-1	0.5	0	4
Cc1cccc2cc(COC(=O)COc3ccccc3)c(=O)[nH]c12
  -7	3	-2	5	-3	3	-0.1	-11	-5

In the list so far, these have bromine:
Screens in order: M1 antag	TAAR1 ag	CHO parental Ca	CHO-K1 Ca PAM	CHRM1 agonist	CHRM1 PAM	M1 ag parental	TAAR1 antag	CHO-K1 Ca antag
O=C(CCN1CCCCC1)Nc1ccc(Br)cc1
  18	15	-5	-6	-5	-6	-0.3	-17	12
CN(CCCC(=O)Nc1ccc(Br)cc1F)S(=O)(=O)c1ccccc1
  -4	4	-6	8	-2	-1	5.8	-3	-8

(continued)
Screens in order: M1 antag	TAAR1 ag	CHO parental Ca	CHO-K1 Ca PAM	CHRM1 agonist	CHRM1 PAM	M1 ag parental	TAAR1 antag	CHO-K1 Ca antag
COC(=O)c1ccc(-c2ccc(/C=N/NC(=O)CC3(C)OCCCO3)o2)cc1
  -8	3	-16	7	-3	6	0.1	4	-9
OCC(O)/C=N/Nc1nc(N2CCCCC2)nc(N2CCCCC2)n1 (stereo not given)
  -8	-2	-8	7	-8	7	0.2	5	0
Cc1sc(NC(=O)C2CCCCC2C(=O)O)c(C(N)=O)c1-c1ccc(C(C)C)cc1 (stereo not given)
  -8	23	-5	-11	5	3	-0.4	9	15
Cc1ccc(C(C)C)cc1OCC(=O)NCCCn1ccnc1
  -2	1	-17	10	-6	-6	-0.3	-27	-5
CC(=O)Nc1ccc(-n2c(C)nc(=O)c(-c3ccccc3)c2C)cc1
  -6	8	-8	15	14	7	0.3	4	1
Cc1ccc(NC(=O)C(CC(C)C)NC(N)=O)cc1 (stereo not given)
  -7	1	-7	24	-9	16	0.6	-4	-16
CCC(C)N1C(=O)N(c2cccc(Cl)c2)C(C)(O)CC1(C)C (stereo not given)
  -8	-4	-10	15	-7	5	-1.4	-21	-8
C=CCOC(=O)C1=C(C)Nc2nnnn2C1c1cccc(OC)c1OC (stereo not given)
  -11	10	-10	20	3	13	2.3	-4	-9
O=C(CCCn1c(=O)c2cccn2c2cccnc21)N1CCN(c2ccccc2F)CC1
  -1	1	-11	-14	-2	-1	0.5	2	-12
CCc1cccc(OCC(=O)Nc2ccc(C(=O)O)cc2NC(=O)COc2cccc(CC)c2)c1
  -5	2	-1	-9	-5	-5	-0.8	-15	2
CCCCN(c1ccccc1)c1ncnc(N)c1[N+](=O)[O-]
  0	7	-20	23	-7	-4	0.4	-7	-19
Cc1ccc(C(=O)COC(=O)CNC(=O)c2ccccc2)s1
  -6	7	-9	-12	4	18	-0.5	-9	3
COc1ccc(C(=O)COC(=O)c2sc(C)nc2C)cc1F
  -6	2	0	-4	-1	-5	2.4	-6	-11
CCC1=NN(C(=O)C(=O)Nc2ccc(Br)cc2)C(O)(C(F)(F)F)C1 (stereo not given)
  -5	4	-5	5	3	5	3.5	-12	-10
COc1ccc(C(=Cc2ccccc2[N+](=O)[O-])C(=O)O)cc1
  5	1	·	-1	-2	-5	0.1	-17	-5
CCOc1ccc(CCNC(=O)CCCN2C(=O)c3ccccc3C2=O)cc1OCC
  -2	6	-21	17	-4	1	1.0	5	-17
O=C1COc2ccc(-c3csc(=Nc4ccc(OC(F)F)cc4)n3CC3CCCO3)cc2N1 (stereo not given)
  -9	4	-34	7	-7	0	1.1	-34	-12
COc1ccc(C(=O)N2CCOC2CNC(=O)C(=O)NCc2ccco2)cc1 (stereo not given)
  -11	0	-8	10	-4	9	1.1	-9	-12
CCc1nc2ccc(C(=O)N3CCN(C(C)=O)CC3)cn2c1N(CCC(C)C)CCN(C)C
  4	0	·	0	-3	-1	-0.2	-21	-5
Nn1c(SCC(=O)NNC(=O)c2ccccc2)nnc1-c1ccccc1F
  -2	-1	6	3	-2	10	1.1	-47	-5
COc1ccc(C(=O)CSc2n[nH]c(=O)[nH]c2=O)cc1
  -11	19	9	14	2	10	0.8	1	-10
CC1CC(C)CN(CCCNS(=O)(=O)c2cc(Br)cc3c2N(C(=O)C2CC2)CC3)C1 (stereo not given)
  8	-2	-32	-10	-13	4	-1.2	-30	-10
CC(C)c1ccc(NS(=O)(=O)c2ccc(-n3cccn3)cc2)cc1
  6	7	-14	-9	-1	-1	5.7	10	-13
O=S(=O)(c1ccc2nc(N3CCN(c4ccc(F)cc4)CC3)ccc2c1)N1CCCCC1
  1	0	-1	11	-2	-2	4.9	-13	4
Cc1cccc(C2Nc3cccc4cccc(c34)N2)c1
  -16	0	-16	-2	-2	15	0.4	-1	-8
CSCCC(NS(=O)(=O)c1ccc(C)cc1)C(=O)NCCc1c[nH]c2ccccc12 (stereo not given)
  -8	·	-5	9	1	11	1.4	·	-3
Cc1ccc(S(=O)(=O)N2CCC(=O)N(C(COCc3cccc(C)c3)C(C)C)CC2)cc1 (stereo not given)
  4	9	-19	9	-10	-8	-0.4	-1	-6
CCCn1c2ccccc2c2cnn(CC(=O)N(CC)CC)c(=O)c21
  -8	2	0	10	-3	5	2.6	-13	-11
COc1ccccc1CNC(=O)C1CCN(S(=O)(=O)c2ccc3nc4c(c(C(=O)O)c3c2)CCCC4)CC1
  1	3	-4	-8	-1	5	-0.6	-6	1
COc1ccc([C@H]2CC(=O)C[C@@H](CCn3cc(C(C)C)nn3)O2)cc1
  ·	0	·	16	·	·	0.9	5	-7
NCC(=O)CCC(=O)O
  -18	0	-4	12	2	1	5.3	-3	12
Clc1cc(Cl)cc(Nc2ncn[nH]2)c1
  -3	8	-3	7	0	4	3.1	1	-2
COc1ccc(C(=O)Nc2cc(C(F)(F)F)ccc2-n2cncn2)cc1
  -17	0	-13	14	-1	8	-0.4	-17	-2
COc1cccc(/C=C/C(=O)OCC(=O)Nc2cccc(S(=O)(=O)N3CCCCC3)c2)c1OC
  4	6	-4	4	-4	-9	3.5	11	0
COc1ccc(-c2noc(CN(C)S(=O)(=O)c3ccccc3)n2)cc1OC
  -11	3	-30	15	-3	4	1.1	-1	-4
